Screens: PubChem BioAssay, several laboratories
S1P4 ag: activates the human S1P4 receptor; 220,000 tested, 0.35% active; AID 1509; activation, % at 4.98 µM; O95977; S1P4-expressing cell line, agonist reporter assay; in the data active = activation above about 11%;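 also: 0% = DMSO vehicle and 100% = reference agonist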
NPY Y1 blocker: antagonists of human neuropeptide Y receptor Y1 | P25929 | HEK293-CNG Y1 cells, membrane potential fluorescence; NPY at EC95, then isoproterenol | inhibition, % at 3.6 µM | 200,000 tested, 1% active | AID 1040;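 active = inhibition above the campaign mean inhibition of all tested compounds plus 3 SD, cut at about 20% in these data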;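 also: 0% = DMSO wells given NPY plus isoproterenol and 100% = isoproterenol alone without NPY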
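Test system: HEK293 cells co-expressing NPY Y1 receptor and cyclic-nucleotide gated channel; Also added: NPY (25 nM), isoproterenol (1 µM), Ro 20-1724 (25 µM); Compound dosing: one concentration, 3.6 µM, in 0.4% DMSO; Timing: dye 3 h, compound 60 min room temperature, stimulation 45 min; Technique: Membrane-potential fluorescent dye readout.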
NPY2 pot ag: potentiators or agonists of human neuropeptide Y receptor Y2. 220,000 tested, 0.45% active. P49146. cells expressing NPY-Y2, potentiator/agonist read-out. activation, % at 3.6 µM. AID 1359; in the data active = activation above about 27%;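 also: cells stimulated with NPY near EC25 plus isoproterenol at EC100; 0% = vehicle plus submaximal agonist and 100% = vehicle plus saturating agonist; some results beyond the cut were filed as inactive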
Target sequence (P49146 whole entry, looked up): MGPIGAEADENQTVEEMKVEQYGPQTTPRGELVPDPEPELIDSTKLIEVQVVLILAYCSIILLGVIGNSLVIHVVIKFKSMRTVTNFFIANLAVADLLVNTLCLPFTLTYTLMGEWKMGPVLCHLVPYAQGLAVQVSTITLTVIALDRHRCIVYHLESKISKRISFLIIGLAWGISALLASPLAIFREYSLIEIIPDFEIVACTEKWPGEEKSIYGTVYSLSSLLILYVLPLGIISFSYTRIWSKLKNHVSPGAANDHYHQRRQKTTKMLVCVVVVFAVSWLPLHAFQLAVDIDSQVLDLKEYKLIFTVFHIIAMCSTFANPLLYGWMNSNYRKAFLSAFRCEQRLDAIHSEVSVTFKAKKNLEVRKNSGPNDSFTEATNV
BaF3 parental: reduces parental Ba/F3 cell viability, JAK2V617F counter-screen; CellTiter-Glo ATP luminescence; inhibition, % at 5.6 µM; 220,000 tested, 1.1% active; AID 1486;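 active = inhibition above a per-campaign cutoff, the mean inhibition of all tested compounds plus 3 SD, cut at about 27% in these data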;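 also: 0% = DMSO wells and 100% = JAK Inhibitor I control wells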
NPY1 pot ag: potentiators or agonists of human neuropeptide Y receptor Y1; NPY-Y1 expressing cells, potentiator/agonist activation; 220,000 tested, 0.37% active; activation, % at 3.6 µM; in the data active = activation above about 33%, passing the limit was not always enough;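 also: cells stimulated with NPY at EC10 then isoproterenol at EC100; 0% = low agonist plus stimulus and 100% = saturating agonist plus stimulus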
Ba/F3 V617F tox: loss of viability in JAK2V617F-driven Ba/F3 cells; Ba/F3 EpoR-JAK2V617F viability, ATP luminescence; inhibition, % at 5.6 µM; 220,000 tested, 1.1% active;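 active = inhibition above the campaign mean plus 3 SD over all tested compounds, cut at about 24% in these data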;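 also: cytokine-independent growth of Ba/F3 cells driven by EpoR plus mutant JAK2; 0% = DMSO-treated cells and 100% = JAK inhibitor I control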
p47phox inh: inhibitors of human p47phox binding | inhibition, % at 24.7 µM | 220,000 tested, 0.53% active | p47phox/p22phox peptide binding, fluorescence polarization, 2 h;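 active = inhibition above about 30%, limit read from the data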;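 also: 0% = p47phox with labelled peptide and 100% = labelled peptide alone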
Target sequence (P14598 whole entry, looked up): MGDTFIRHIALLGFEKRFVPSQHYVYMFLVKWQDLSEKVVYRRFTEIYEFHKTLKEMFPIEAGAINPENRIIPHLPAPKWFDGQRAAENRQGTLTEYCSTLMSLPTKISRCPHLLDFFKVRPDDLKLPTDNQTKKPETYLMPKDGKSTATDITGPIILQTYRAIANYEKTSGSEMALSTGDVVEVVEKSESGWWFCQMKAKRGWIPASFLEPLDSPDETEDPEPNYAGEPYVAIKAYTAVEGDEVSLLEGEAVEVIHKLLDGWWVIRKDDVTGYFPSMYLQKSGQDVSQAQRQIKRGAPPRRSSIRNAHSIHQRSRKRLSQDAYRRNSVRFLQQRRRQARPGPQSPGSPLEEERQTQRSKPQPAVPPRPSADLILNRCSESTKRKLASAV
S1P4 antagonist: human S1P4 receptor antagonism | O95977 | S1P4-expressing cells, antagonist mode, reporter read-out | inhibition, % at 4.98 µM | 220,000 tested, 0.26% active; in the data active = inhibition above about 29%;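 also: 0% = wells stimulated with agonist and 100% = vehicle wells without agonist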
CHOP inhibitor: inhibitors of CHOP induction in ER stress response. inhibition, % at 10 µM. 220,000 tested, 3.8% active. CHO-K1 CHOP-promoter luciferase, tunicamycin-induced, 15-18 h;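 active = compounds that reduced the stress-induced luciferase reporter signal by more than about 70% of percent inhibition, limit read from the data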;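 also: 0% = tunicamycin plus vehicle and 100% = wells without tunicamycin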
* = called active by the depositor; nt = not tested or not shown. Compounds were not picked by outcome. Share with any hit: about 7.1%.

Every second line gives: S1P4 ag	NPY Y1 blocker	NPY2 pot ag	BaF3 parental	NPY1 pot ag	Ba/F3 V617F tox	p47phox inh	S1P4 antagonist	CHOP inhibitor
- CCOC(=O)c1ccc(NC(=S)NCCC2=CCCCC2)cc1
  -2.0	4	-18	-3	-6	81*	-3	20	37
- Cc1ccc(C2NC(=S)NC3=C2N2CCC3CC2)cc1 (stereo not given)
  1.0	-3	-16	8	10	1	-27	5	-8
- CCN1/C(=C2\C(=O)N(C)C(=S)N2C)C=Cc2cc(OC)ccc21
  1.6	5	3	8	9	2	-16	-3	14
- COc1cc2cc(C)nc(Cc3cccc4ccccc34)c2cc1OC
  -1.8	27*	-39	12	-35	9	-9	-10	54
- N#Cc1c(Nc2ccccc2)sc(C(=O)c2ccc(F)cc2)c1N
  0.6	-4	4	1	0	0	-1	-20	17
- CCOC(=O)c1ccc(-n2ccnc2)c(NC(=O)c2ccc(Cl)cc2)c1
  0.1	0	-2	1	-40	-1	-31	-13	24
- FC(F)(F)c1cccc(NC(=S)N(CCCN2CCCC2)Cc2cccn2Cc2ccc(Cl)cc2)c1
  -1.1	6	5	13	11	11	35*	3	49
- Cc1nn(CC2CC2)c(=O)n1-c1cccc(Cl)c1
  -0.1	0	-17	2	-18	3	4	-2	10
- CC1(C)CC(=NOC(=O)c2ccccc2)CC(C)(C)N1O
  1.6	2	-2	4	5	-2	-20	-11	-17
- COc1cccc(OCC(=O)NNC(=O)c2ccc(-c3ccccc3)cc2)c1
  -3.0	10	-1	-1	14	-3	-14	2	80*
- CCOC(=O)Nc1cc(C)c(Cl)cc1OC
  -0.8	-1	-4	9	-1	5	-13	-27	10
- O=C1CN(c2ccc(Cl)cc2)C(=O)CN1NC(=S)Nc1ccc(Cl)cc1
  1.7	4	14	1	-6	-2	-4	0	18
- COc1ccc2c(c1)c(C(=O)N/N=C/c1cccc(Br)c1)c(C)n2C
  1.4	nt	-36	4	-9	-2	-14	-13	31
- C/C(=N\Nc1nc(-c2ccccc2O)nc2ccccc12)c1ccccc1
  -0.5	-2	1	3	8	-2	-5	-11	49
- CCOc1ccc(NC(=O)[C@@H](NC(=O)c2ccccc2)[C@@H](C)CC)cc1
  0.7	5	-18	3	-1	2	-5	4	44
- CCSC1=C(C#N)C(c2ccccc2Cl)CC(=O)N1 (stereo not given)
  -0.2	2	8	3	11	1	6	-13	26
- Cc1ccccc1-c1ccc(/C=C2/SC(N3CCOCC3)=NC2=O)o1
  1.2	nt	6	3	9	-2	-9	-9	-10
- CCOC(=O)Cc1csc(NC(=O)c2c(-c3c(Cl)cccc3Cl)noc2C)n1
  -1.0	-1	-10	2	4	0	-28	-5	23
- CN1CCN(C(=O)c2ccc3c(c2)OCCO3)CC1
  1.9	-1	-5	3	-6	-1	-1	-5	13
- Cc1cc(C)n(Cc2n[nH]c(=S)n2Cc2ccccc2)n1
  3.0	0	11	4	6	-3	-3	-9	15
- Cc1ccc(/C(O)=C/C(=O)C(=O)NC23CC4CC(CC(C4)C2)C3)cc1
  0.6	nt	-6	0	-26	-3	-3	11	-15
- Cc1ccc(/C=C/C(=O)O)cc1S(=O)(=O)N(CCO)CCO
  37*	8	-3	7	-14	3	-12	17	7
- CCOC(=O)CNC(=O)N1c2ccccc2Sc2ccccc21
  0.7	-3	11	1	-15	2	1	14	11
- COCCN(CCOC)C(=O)c1ccc(SCc2ccc(C)cc2)c([N+](=O)[O-])c1
  -0.5	5	-4	5	-10	-3	-3	3	16
- O=c1oc2c(CN3CCCCC3)c(O)ccc2c2c1CCCC2
  -1.0	6	-6	5	-14	0	-2	0	5
- O=C(Cn1nnc2ccccc21)Nc1ccc(Cl)cn1
  1.4	5	18	0	-5	-1	4	-4	14
- COc1ccc(C(=O)N/N=C/c2ccc(OC(=O)c3ccccc3)cc2)cc1
  -1.3	8	-3	3	2	-2	-6	-5	-18
- CCOc1ccc(C2NC(=O)C(C#N)=C(S)N2c2cccc(C)c2)cc1OC (stereo not given)
  1.7	-2	-13	4	9	1	-13	-9	11
- CC(C)NC(=O)N1CCN(c2ccncc2S(=O)(=O)N2CCOCC2)CC1
  -0.2	10	-5	5	4	1	-12	-6	-10
- O=C(CCSCc1ccccc1F)N1CCN(c2ccccn2)CC1
  0.8	4	-10	7	-7	2	nt	-4	nt

Two compounds picked at random from the list so far, as already listed:
Every second line gives: S1P4 ag	NPY Y1 blocker	NPY2 pot ag	BaF3 parental	NPY1 pot ag	Ba/F3 V617F tox	p47phox inh	S1P4 antagonist	CHOP inhibitor
- C/C(=N\Nc1nc(-c2ccccc2O)nc2ccccc12)c1ccccc1
  -0.5	-2	1	3	8	-2	-5	-11	49
- CCOC(=O)CNC(=O)N1c2ccccc2Sc2ccccc21
  0.7	-3	11	1	-15	2	1	14	11

Continuation.
Every second line gives: S1P4 ag	NPY Y1 blocker	NPY2 pot ag	BaF3 parental	NPY1 pot ag	Ba/F3 V617F tox	p47phox inh	S1P4 antagonist	CHOP inhibitor
- O=C(CN1C(=O)C(=O)N(Cc2ccccc2)C1=O)Nc1ccc(F)c(Cl)c1
  2.1	5	0	8	-14	3	-5	-6	4
- O=C(NCC1CCN(Cc2ccccc2Cl)CC1)Nc1cccc(Cl)c1
  0.6	9	11	8	-2	2	6	-11	40
- CCOC(=O)N1CCN(S(=O)(=O)c2ccc3c(c2)CCN3C(=O)C2CCC2)CC1
  -0.7	-5	2	2	-2	0	-4	7	37
- Cc1ccc(NC(=O)c2cc(NC(=O)C3CC=CCC3C(=O)O)ccc2N2CCOCC2)cc1Cl (stereo not given)
  0.7	6	11	5	9	0	3	16	12
- CCN1C(=O)c2cccc3c(S(=O)(=O)NCc4ccco4)ccc1c23
  0.1	-3	-2	-2	4	-4	-8	-17	-30
- Cc1cc2ccccc2n1CCNC(=O)Cc1cccc2ccccc12
  0.9	5	1	4	10	-5	-12	-5	71*
- CC1(C)c2ccccc2N(CC(N)=O)C12C=Cc1ccccc1O2 (stereo not given)
  0.4	nt	-8	-4	9	-4	-106	4	19
- CC1(C)Cc2c(C#N)c(SCCOc3ccccc3)nc(N3CCOCC3)c2CO1
  0.3	11	-1	0	-65	-5	-9	-20	10
- COc1cccc(-n2nc(C(C)=O)c(=O)[nH]c2=O)c1
  -2.5	-6	7	-1	-3	-3	1	8	-14
- COc1ccccc1C(O)(C(=O)NNc1cccc(C)c1)c1ccccc1OC
  1.7	0	9	0	-3	-4	-15	-6	26
- COc1cc2c(cc1OC)C(C(=O)NCc1cccnc1)C(c1cccnc1)N(C)C2=O (stereo not given)
  0.9	2	-16	7	16	1	0	-12	14
- CC(C)[C@H](NC(=O)c1ccccc1)C(=O)O
  -0.4	-7	-1	4	-10	4	-10	-11	-4
- CCN(Cc1ccccc1)C(c1ccccn1)c1nnnn1C1CCCCC1 (stereo not given)
  -0.2	4	5	-1	-12	-2	-4	20	51
- Oc1ccc(-c2csc(-c3c[nH]c4ccccc34)n2)c(O)c1
  1.7	-5	21	2	8	1	-16	9	23
- Cc1ccc(CN2CCN(Cc3cn(C)nc3-c3ccccc3)CC2CCO)o1 (stereo not given)
  1.8	-1	0	6	0	0	3	0	51
- COC(=O)c1cc(Br)c(=O)n(CCc2ccccc2)c1
  3.5	-1	4	0	9	-1	0	-15	-26
- CCCCN(C(=S)Nc1cccc(C)c1C)c1c(N)n(CCC)c(=O)[nH]c1=O
  -0.3	-3	-8	3	-3	1	5	-18	2
- CC(OC(=O)/C=C/c1cccs1)C(=O)Nc1ccc(S(N)(=O)=O)cc1 (stereo not given)
  2.6	3	3	11	-15	2	-12	-7	4
- CC1(C)CC(=O)C2=C(C1)N(CCN1CCOCC1)C1=C(C(=O)CC(C)(C)C1)C2c1cccc(Cl)c1
  6.9	1	-10	8	-10	5	-11	-25	6
- COc1c(OC(C)=O)ccc(/C=C/c2ccc3cccc(OCc4ccccc4)c3n2)c1[N+](=O)[O-]
  -0.2	4	4	6	-5	2	-18	-17	41
- OCC(CO)(CO)NC(=S)Nc1cc(Cl)cc(Cl)c1
  -1.7	nt	17	-4	11	0	3	13	5
- Cc1ccc(N2C(=O)C3C4CC(=O)C(c5ccccc54)C3C2=O)cc1 (stereo not given)
  1.7	0	2	0	5	0	1	3	-1
- O=C(Nc1ccccc1)Nc1ccc2nnsc2c1
  0.1	nt	-7	3	-2	3	-15	-8	1
- Cn1ncc(Cl)c1C(=O)N1CCc2ccccc21
  -0.6	-8	6	1	13	2	-4	6	31
- O=C(NN=C(Cc1ccccc1)Cc1ccccc1)c1ccncc1
  -1.4	nt	0	-5	1	-3	10	-8	17
- O=C(N/N=C/c1ccncc1)c1ccccc1[N+](=O)[O-]
  1.0	7	1	5	0	2	-8	-6	0
- CCCNC(=O)c1ccccc1NC(=O)CN(c1ccccc1OCC)S(C)(=O)=O
  -0.3	1	3	4	-19	0	-4	-16	18
- Cc1ccc(-c2nnc(N)s2)cc1
  -1.0	4	1	4	-13	4	4	4	-9
- Cc1noc(NS(=O)(=O)c2ccc(NC(=O)CSc3nnc4c(n3)[nH]c3ccccc34)cc2)c1C
  0.3	2	-2	0	-7	-3	-30	0	1
- O=C(O)C1=C[C@@H](c2ccccc2)C[C@@H](OCc2ccc(CO)cc2)O1
  -1.6	-4	-6	5	-14	-4	nt	0	12
- Cc1ccc(/C=C2\SC(=S)N(CC3CCCO3)C2=O)o1 (stereo not given)
  0.9	nt	-7	2	7	4	-27	3	-18
- COc1ccc(CCNC2=NCCS2)cc1
  1.0	-2	12	-2	5	-4	-15	-14	9
- Cc1ccccc1-c1nn(-c2ccc(F)cc2F)cc1CNCCCN(C)C
  0.2	6	-31	10	-16	26*	-8	-7	-33
- CC(C)CCNC(=O)c1ccc2nc[nH]c2c1
  0.7	1	8	1	6	-4	-12	-27	-9
- COc1ccccc1Nc1ncccc1C(=O)O
  2.0	2	-19	2	-14	3	-12	-6	26
- COc1ccc(OC)c(NC(=S)N2CCN(Cc3ccccc3)CC2)c1
  0.8	1	-3	1	9	-3	-13	-17	1
- COCCNC(=S)N(CCc1c(C)[nH]c2ccc(F)cc12)Cc1cccs1
  -0.7	-2	30	2	13	-4	-3	-4	40
- Cc1onc(-c2ccccc2Cl)c1C(=O)Nc1sc2c(c1C#N)CCC2
  -0.1	3	-79	10	-51	4	-22	-1	20
- COc1ccccc1Cn1c(=O)[nH]c2cccnc21
  -0.5	-3	-5	-2	1	2	-9	-7	28
- Cc1cc(/C=N/n2c(COc3ccccc3C)nc3ccccc3c2=O)c(O)c([N+](=O)[O-])c1
  -0.8	-3	-2	9	-7	4	-10	-6	53
- CN(C)c1ccc(S(=O)(=O)N2CCCCC2)cc1NC(=O)COc1ccccc1F
  1.8	nt	-49	-6	-42	6	0	-6	38
- CC1(C)CC(c2nc(-c3ccc([N+](=O)[O-])cc3)cs2)CCO1 (stereo not given)
  -0.2	0	8	12	5	1	-14	6	-5
- CCCCOc1ccc(C(=O)OCC(=O)Nc2cc(C)on2)cc1
  1.3	4	-8	5	5	1	-21	-3	37
- CC/C(=N\NC(=O)c1c[nH]c2ccccc12)c1cccs1
  1.8	-1	-1	3	13	-1	-8	-2	14
- NC(=O)C1CCN(Cc2nc3ccccc3c(=O)[nH]2)CC1
  0.4	1	3	2	-8	-3	33*	-8	1
- Cc1cc(OCCOCCN2CCCC2)ccc1C(C)C
  -0.1	2	-25	7	-9	4	-16	-11	0
- Cc1[nH]c(=O)[nH]c(=O)c1NC(=O)CSc1ncccc1-c1nc2ccccc2[nH]1
  0.4	-4	-2	2	2	-1	-10	4	6
